KLF5 inh: suppresses KLF5 promoter-driven expression. DLD-1 KLF5 promoter-luciferase reporter, luminescence. inhibition, % at 5 µM. 290,000 tested, 0.23% active. AID 1700;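 active means inhibition above a per-plate limit of that plate's mean compound inhibition plus 3 SD, cut at about 60% in these data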;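 further: 0% = DMSO wells and 100% = LY294002 at 200 µM; higher means less KLF5 promoter-driven luciferase light; inactives centre near -14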
Platelet DG rel: modulates dense granule release in human platelets; human platelet-rich plasma, SFLLRN dense granule ATP release, luminescence; 300,000 tested, 0.22% active; AID 1663; inhibition, %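 (compounds screened at 7.5 µM in platelet-rich plasma)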;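 active means mean replicate score, as percent of positive control, at or above 50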
GSK3 alpha inh: blocks human GSK-3 alpha kinase. P49840. ADP-Glo luminescence, 60 min. inhibition, % at 10 µM. 320,000 tested, 0.1% active;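 in the data active means inhibition above about 50%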;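 further: GST-tagged GSK-3 alpha with peptide substrate and 25 µM ATP; 0% = DMSO neutral wells and 100% = GW8510 positive control wells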
Target sequence (P49840 whole entry, looked up): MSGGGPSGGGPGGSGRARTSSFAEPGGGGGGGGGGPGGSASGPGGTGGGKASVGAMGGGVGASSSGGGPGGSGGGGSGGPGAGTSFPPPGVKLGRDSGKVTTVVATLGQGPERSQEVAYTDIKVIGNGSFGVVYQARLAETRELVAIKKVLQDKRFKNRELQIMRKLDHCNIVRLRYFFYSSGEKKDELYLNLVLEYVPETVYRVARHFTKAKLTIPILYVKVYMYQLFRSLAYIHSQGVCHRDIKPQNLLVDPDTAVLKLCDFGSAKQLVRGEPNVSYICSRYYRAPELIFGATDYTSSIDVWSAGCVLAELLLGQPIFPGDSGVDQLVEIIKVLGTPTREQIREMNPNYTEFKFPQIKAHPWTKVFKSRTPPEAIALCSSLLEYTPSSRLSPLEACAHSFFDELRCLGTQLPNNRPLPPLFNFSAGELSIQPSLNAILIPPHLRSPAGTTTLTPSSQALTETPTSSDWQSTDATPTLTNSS
GSK3B inh: blocks human GSK3beta kinase activity; GST-GSK3beta kinase, ADP-Glo luminescence, 60 min; active compounds read low; activity score (negative = inhibition), % at 10 µM; 300,000 tested, 0.038% active; AID 2097;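 active means more than half of replicate wells score below -50%, meaning over 50% inhibition versus plate controls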;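 further: 0% = median DMSO wells and -100% = median GW8510 positive control wells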
Target sequence (P49841 whole entry, looked up): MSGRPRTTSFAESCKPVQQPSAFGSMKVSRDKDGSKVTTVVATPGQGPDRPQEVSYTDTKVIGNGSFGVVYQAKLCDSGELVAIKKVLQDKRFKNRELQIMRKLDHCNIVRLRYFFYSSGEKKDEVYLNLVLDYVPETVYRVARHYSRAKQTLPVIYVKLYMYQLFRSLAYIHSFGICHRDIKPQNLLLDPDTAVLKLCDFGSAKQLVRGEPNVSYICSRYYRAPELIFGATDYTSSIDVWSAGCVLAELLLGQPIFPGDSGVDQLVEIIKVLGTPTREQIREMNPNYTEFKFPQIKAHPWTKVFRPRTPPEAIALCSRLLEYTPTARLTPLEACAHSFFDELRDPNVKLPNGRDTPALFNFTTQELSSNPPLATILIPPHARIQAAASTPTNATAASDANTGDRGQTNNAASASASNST
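test system = GST-tagged human GSK3beta kinase, cell-free | reagent = 25 µM ATP with peptide substrate | dosing = one dose of 10 µM per compound | schedule = 60 min reaction, RT | detection = luminescent ADP-Glo measurement of ADP formed | control set = DMSO neutral wells and GW8510 at 20 µM as positive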
HSF1 inhib: HSF1 inhibition. NIH3T3-HGL HSE-luciferase, MG132-induced, luminescence 8 h; active compounds read low. activity change, negative = inhibition, % at 7.5 µM (by protocol). 300,000 tested, 0.77% active;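 active means more than half of replicate wells show activity change below -50%, luminescence cut by over half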;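 further: luciferase reports HSF-1 transcriptional activity via heat shock element; 0% = median of DMSO wells and -100% = zero luminescence signal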
IEC-6 tox: IEC-6 cytotoxicity, counter-screen for KLF5 inhibitors; 290,000 tested, 0.78% active; luminescence viability; inhibition, % at 5 µM; in the data active means inhibition above about 22%;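 further: 0% = plate median of test compound wells and 100% = cytotoxic reference compound wells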
HSF1 activator: increases HSF-1 driven luciferase reporter signal | NIH3T3-HGL HSF-1 luciferase reporter, MG132, 8 h; 100% = twice DMSO control signal | activation, % at 9 µM | 300,000 tested, 1.7% active;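 active means mean replicate activation of at least 50% with a set share of replicates each reaching 50%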;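 further: 0% = median of the neutral control wells and 100% = twice that signal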
aSyn 5UTR inh: MLPCN primary screen, SNCA 5' untranslated region | alpha-synuclein 5'UTR reporter, inhibitor activity | inhibition, % (tested at 7.5 µM) | 300,000 tested, 0.82% active | AID 1813; in the data active means inhibition above about 60%;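 further: H4 neuroglioblastoma cells stably carrying SNCA 5'UTR luciferase fusion; 0% = DMSO wells and 100% = positive control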
HSP90 inh: inhibitors of HSP90 luciferase refolding in rabbit reticulocyte lysate. luciferase refolding luminescence, 3 h. inhibition, % at 5.6 µM. 290,000 tested, 0.91% active. AID 1789;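 active means inhibition above the screen-wide mean plus 3 SD, computed separately per campaign, cut at about 16% in these data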;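 further: 0% = DMSO wells and 100% = 60 µM geldanamycin wells; inhibitors lower the luminescence because luciferase stays unfolded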
DYRK1A inh: inhibitors of rat Dyrk1A kinase | Q63470 | ADP-Glo luminescence, NFATc1 peptide | inhibition, % at 12.5 µM | 310,000 tested, 0.43% active | AID 504441; in the data active means inhibition above about 50%;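 further: plate controls were vehicle with enzyme for no effect and no enzyme for full effect; many of its hits are not listed in these tables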
Starred values were filed as active, the others as inactive; . = no result given. This is a subset (hit frequency here may not be typical).

Each structure is followed by: HSP90 inh | GSK3 alpha inh | Platelet DG rel | aSyn 5UTR inh | IEC-6 tox | HSF1 activator | HSF1 inhib | DYRK1A inh | KLF5 inh | GSK3B inh
CN1Cc2sc(NC(=S)NC(=O)c3ccccc3)c(C#N)c2CC1(C)C
  17.3* | 1.3 | -1.1 | 53.5 | 3.7 | -80.5 | -77.0* | . | -33.9 | 0.6
CC(NC(=S)Nc1c(Cl)cccc1OC(F)F)C(C)(C)C (stereo unspecified)
  -4.2 | 0.1 | 7.1 | 6.5 | 2.7 | 1.2 | -4.3 | -4.9 | 14.3 | 7.6
C=CCC1(C#N)C(SC)=NC2=C(C(=O)CC(C)(C)C2)C1c1ccc(Br)cc1 (stereo unspecified)
  2.0 | -1.9 | 3.0 | 9.5 | -5.5 | 11.4 | 8.3 | -1.3 | 10.7 | 0.3
C=CCNCCCCOc1ccccc1-c1ccccc1
  -0.5 | 1.1 | -6.3 | -1.5 | 0.3 | 4.1 | -3.1 | -3.1 | -26.3 | 2.5
CCCCSc1nnc(NC(=O)CCc2ccccc2)s1
  2.0 | -0.7 | 3.1 | -6.9 | 4.0 | -14.3 | -3.8 | -7.7 | -36.0 | 7.8
CC1(C)CC(=O)C(C=Nc2cccc(/N=C/C3=C(O)CC(C)(C)CC3=O)n2)=C(O)C1
  -3.0 | . | 0.8 | -19.8 | 2.0 | 0.5 | -1.1 | . | -3.1 | -1.5
COc1cccc(/C=N/NC(=O)c2c(-c3ccccc3)noc2C)c1OC
  2.7 | -0.2 | -3.7 | 4.3 | 2.9 | -16.9 | -4.0 | -2.4 | -29.3 | -0.7
COc1ccc(Nc2ccc(N3C(=O)CCCC3=O)cc2[N+](=O)[O-])c(OC)c1
  2.1 | -0.6 | -3.5 | 29.2 | 3.9 | 2.4 | -2.6 | -2.9 | -16.4 | 4.1
Cc1cc(NC(=O)C(C)SCC(=O)Nc2ccccc2N2CCCC2)no1 (stereo unspecified)
  . | -2.7 | -75.7 | 13.3 | . | 20.9 | 12.8 | -4.8 | . | 2.7
CC(=O)c1ccc2c(c1)C1C=CCC1C(c1ccc(S(=O)(=O)N3CCOCC3)cc1)N2 (stereo unspecified)
  -1.4 | -0.3 | . | . | 0.1 | . | . | -3.2 | -20.9 | .
O=C(CCN1C(=O)C2C3C=CC(C3)C2C1=O)Oc1ccc2ccccc2c1 (stereo unspecified)
  -0.4 | -1.3 | 2.9 | 7.0 | -5.0 | 17.3 | 5.3 | -0.6 | -1.7 | 1.8
C=CCN(c1ccc(C(=O)Nc2ccc3c(c2)n(C)c(=O)n3C)cc1)S(C)(=O)=O
  -2.2 | 1.5 | -1.1 | -11.3 | 4.3 | 17.6 | 8.3 | 0.1 | -6.1 | -0.4
COc1ccccc1CNc1ncc(-c2ccccc2)n1C
  8.9 | . | 1.0 | -34.7 | 6.8 | 22.1 | 6.6 | -0.1 | -35.8 | -0.5
CCCCCCSc1cccc(-c2nc3ccc(Cl)cn3c2NCc2ccccc2)c1
  . | -2.6 | -1.4 | 6.8 | . | -9.7 | 5.2 | 15.6 | . | -3.9
CS(=O)(=O)N1CCN(C(=O)Nc2ccccc2)CC1
  -1.4 | -7.8 | 1.4 | -11.4 | -3.3 | 29.8 | 2.9 | 1.8 | -7.6 | 0.7
O=C(O)C1C2C=CC(C2)C1C(=O)Nc1cccc(C(=O)N2CCCCC2)c1 (stereo unspecified)
  29.6* | -1.8 | 3.3 | 11.0 | 6.3 | -2.0 | 1.2 | -0.6 | -16.7 | 3.9
CCC(C(=O)c1ccc(O)cc1)c1ccccc1 (stereo unspecified)
  -2.8 | 13.1 | 4.2 | -16.2 | -3.5 | -2.5 | 0.5 | 2.0 | 9.9 | 4.4
O=C1[C@@H]2Cc3c([nH]c4ccccc34)C(c3ccc(Cl)cc3)N2C(=O)CN1CCO (stereo partly specified)
  3.0 | -0.7 | 2.0 | -4.8 | -2.9 | 17.7 | -2.3 | -1.9 | -29.9 | -2.1
Cc1noc(C)c1S(=O)(=O)N1CCCC(C(=O)NCc2ccccc2Cl)C1 (stereo unspecified)
  -1.5 | -1.6 | 16.9 | -6.2 | 7.1 | -11.9 | -2.3 | -5.6 | 7.5 | -5.0
O=C(N/N=C/c1ccccn1)c1ccco1
  -4.4 | -0.2 | 8.4 | -26.7 | -4.5 | 4.8 | 5.7 | -0.1 | -57.9 | -1.3
c1c(C2CCCCC2)n[nH]c1CN1CCCCC1
  -1.7 | -0.1 | -1.2 | -20.9 | -4.4 | 4.0 | -3.1 | 4.1 | -14.9 | 3.2
O=C(CCc1nc2ccccc2s1)NCc1ccccc1F
  1.0 | -0.3 | -15.5 | -39.2 | 3.1 | 1.7 | 0.0 | 15.2 | -11.8 | 0.6
CN1CCN(C(=O)CN(c2cccc(Cl)c2)S(=O)(=O)c2ccccc2)CC1
  1.7 | -1.7 | -5.4 | -11.9 | -0.6 | 13.8 | -0.8 | -1.7 | -10.4 | 4.6
CCOc1ccccc1C(=O)NC1CC2CCCC(C1)N2Cc1ccc(C)cc1 (stereo unspecified)
  -1.0 | -2.1 | 13.6 | -6.0 | -1.1 | 2.4 | 4.5 | -6.0 | -9.4 | 1.0
COc1c(C(=O)Nc2ccc3[nH]c(=O)[nH]c3c2)cc2ccccc2c1Br
  0.2 | -2.5 | -2.1 | -6.1 | -9.6 | -28.8 | -11.8 | -0.2 | 6.2 | -1.7
COC(=O)CSc1nnc(-c2ccoc2C)n1-c1ccc(OC)cc1
  -1.2 | 1.8 | -3.8 | 7.7 | -4.2 | 0.0 | -1.3 | -4.6 | -11.3 | 2.1
COc1ccc(N(CC(=O)NCCSc2ccccn2)S(=O)(=O)c2ccccc2)c(OC)c1
  11.3 | 3.0 | -20.8 | -3.3 | -1.6 | 36.3 | 4.5 | 5.0 | -20.8 | 1.6
O=C(NCc1ccccc1)c1cc(=O)c2ccccc2o1
  -1.9 | -0.2 | -1.1 | -13.3 | -3.7 | 9.3 | 3.0 | -1.4 | -17.1 | -2.2
CC(C)(C)c1nnc2sc(SCC(=O)N3CCc4ccccc43)nn2c1=O
  1.8 | -0.4 | -0.6 | 13.9 | 1.4 | 13.1 | 15.9 | -3.7 | 13.4 | 0.4
CN1CCN(C2=NC(=O)/C(=C/c3cn[nH]c3-c3ccccc3)S2)CC1
  5.9 | 0.7 | -1.7 | -7.7 | 2.4 | 0.2 | -1.5 | -4.8 | -5.2 | 1.0

Only GSK3B inh and DYRK1A inh, for 2 of the compounds above:
| compound | GSK3B inh | DYRK1A inh |
| --- | --- | --- |
| Cc1cc(NC(=O)C(C)SCC(=O)Nc2ccccc2N2CCCC2)no1 (stereo unspecified) | 2.7 | -4.8 |
| CC(=O)c1ccc2c(c1)C1C=CCC1C(c1ccc(S(=O)(=O)N3CCOCC3)cc1)N2 (stereo unspecified) | . | -3.2 |

Following part
Each structure is followed by: HSP90 inh | GSK3 alpha inh | Platelet DG rel | aSyn 5UTR inh | IEC-6 tox | HSF1 activator | HSF1 inhib | DYRK1A inh | KLF5 inh | GSK3B inh
CCC(c1nnc(SCC(=O)Nc2ccc(C(=O)Nc3ccccc3OC)cc2)o1)N(C)C (stereo unspecified)
  2.5 | -0.5 | 5.7 | 9.5 | -0.3 | 13.9 | -0.9 | 3.7 | -25.2 | 2.6
Cc1ccc2cc(C=O)c(N(C)C)nc2c1
  3.8 | 6.1 | -5.8 | -48.6 | -0.5 | -13.4 | -18.7 | 19.0 | -4.2 | 3.4
NC(=O)NC(=O)CSc1nc2cc([N+](=O)[O-])ccc2n1-c1cccc(C(F)(F)F)c1
  -4.6 | -2.9 | 0.3 | 31.1 | 1.8 | 2.8 | -0.5 | -3.1 | -9.3 | -1.2
Cc1cc(C)n(S(=O)(=O)c2ccc3oc(=O)ccc3c2)n1
  3.5 | 0.9 | -7.3 | -11.9 | 3.6 | -21.9 | -2.2 | -0.7 | -12.9 | 3.0
Fc1ccc2[nH]c3c(N4CCc5ccccc5C4)ncnc3c2c1
  3.0 | 0.6 | 1.5 | 21.7 | 12.4 | 29.8 | 3.4 | . | -29.5 | -1.3
C=CCOc1nc(N(C)C)nc(N(C)C)n1
  1.7 | -0.7 | -2.1 | -0.1 | 0.3 | -9.7 | -7.9 | 4.2 | -9.9 | -2.8
O=C(CCN1C(=O)/C(=C/c2ccccc2Cl)SC1=S)NNC(=O)c1ccccc1O
  5.7 | -1.4 | -0.3 | 12.6 | -9.8 | 14.8 | -2.9 | -6.6 | -3.3 | -0.8
COc1ccccc1N(/N=C1\Sc2ccccc2C1=O)C(C)=O
  70.7* | 2.5 | -9.1 | 20.4 | 2.8 | -67.6 | -67.8* | -0.6 | -27.5 | 0.0
O=C(CC(=O)NC1CCCCC1)N/N=C/c1ccccc1Cl
  0.9 | -1.8 | 35.6 | 10.5 | 2.6 | -11.5 | 5.3 | -0.1 | -25.0 | -2.6
COc1cccc(-c2nnn(CCC(=O)O)n2)c1
  2.1 | 0.1 | -0.8 | 6.7 | 8.3 | -10.3 | -7.5 | -7.6 | 4.4 | 1.6
CCOC(=O)C1=C(C)NC(=O)C1CC(=O)O (stereo unspecified)
  1.5 | -0.9 | 6.4 | 0.4 | -0.4 | 20.0 | -0.6 | 0.8 | -3.9 | 1.5
O=c1cc(-c2cccc(F)c2)[nH]c2ccccc12
  3.1 | -1.6 | -2.1 | 86.6* | 86.3* | -17.0 | -15.4 | . | 75.4* | -3.0
CCN1C(=O)/C(=C/c2ccc(OC)c(OC)c2)N=C1SCC(=O)NCc1ccco1
  1.6 | -1.0 | 1.2 | -20.5 | -1.9 | -14.3 | 0.9 | 0.5 | -18.2 | -0.1
C=CCSc1nnc(NC(=O)c2cccc(S(=O)(=O)N(C)c3ccccc3)c2)s1
  -0.1 | -3.6 | -11.0 | 5.8 | -3.9 | -1.7 | -5.0 | -5.3 | -22.3 | -0.2
COc1ccccc1NC(=O)Cn1nnc(-c2ccccc2NC(=O)c2ccco2)n1
  0.1 | -4.5 | -0.7 | 39.1 | 2.4 | -11.2 | -22.4 | 0.8 | 1.1 | -1.4
CC(=C/C(=O)O)/C(=C/c1ccccc1)C(=O)O
  2.2 | -3.2 | 0.5 | 15.3 | 4.2 | . | . | -2.4 | -0.6 | 0.0
Cn1cnnc1SCCC(=O)Nc1ccc(Cl)cc1
  6.3 | -3.9 | 4.2 | -21.2 | 1.8 | -5.1 | 0.7 | 4.4 | 6.7 | -17.4
CNC(=O)CSc1cnc2ccccc2n1
  -3.5 | . | -8.4 | -4.0 | 1.4 | 7.1 | -0.9 | 3.3 | -57.3 | 1.7
O=C(NC1CCCC1)C1=COCCO1
  1.6 | -19.5 | 5.3 | 0.5 | 2.5 | -7.0 | -3.2 | -2.8 | 13.8 | 2.4
CCOC(=O)c1cn(Cc2ccc(C)cc2)nn1
  4.5 | . | 14.8 | -3.7 | -4.7 | 10.6 | 14.4 | -4.7 | -0.9 | -1.6
COc1ccc(OCC(=O)Nc2c3c(nn2-c2ccccc2)CS(=O)(=O)C3)cc1
  -1.5 | 0.3 | -2.2 | -3.9 | -0.4 | -0.4 | -6.5 | -1.7 | -3.5 | -4.9
COc1cc(/C=N/N2CCOCC2)ccc1OCc1ccc(Cl)cc1
  2.8 | -7.1 | 5.9 | -66.4 | 5.7 | 80.1* | 33.8 | . | -113.8 | 0.1

Screening results deposited in PubChem BioAssay by several laboratories.
